OXTR potentiate – human OXTR potentiation; AID 2445; CHO-OTR cells, Fluo-8 calcium fluorescence, potentiator mode; 0% = oxytocin EC15, 100% = EC100; P30559; 0.061% of 320,000 active; activation, % at 3 µM;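 active = activation above that plate's cutoff, the mean activation of tested compounds plus 3 SD, cut at about 6.6% in these data, passing the limit was not always enough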;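 note: 100% uses oxytocin at 75 nM as the full agonist control; some results filed as inactive read as strong as hits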
Target sequence (P30559 whole entry, looked up): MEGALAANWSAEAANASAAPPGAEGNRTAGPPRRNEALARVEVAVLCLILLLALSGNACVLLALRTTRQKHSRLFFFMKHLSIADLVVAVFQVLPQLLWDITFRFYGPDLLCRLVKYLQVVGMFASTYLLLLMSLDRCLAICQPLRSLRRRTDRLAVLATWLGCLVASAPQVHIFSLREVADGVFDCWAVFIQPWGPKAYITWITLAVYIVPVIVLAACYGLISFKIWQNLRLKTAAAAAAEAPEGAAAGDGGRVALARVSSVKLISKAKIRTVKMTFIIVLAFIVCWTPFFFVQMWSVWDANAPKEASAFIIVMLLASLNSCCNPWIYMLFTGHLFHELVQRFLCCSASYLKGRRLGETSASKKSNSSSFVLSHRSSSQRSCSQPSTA
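Measured by – Fluo-8 calcium dye fluorescence · Test system – human OTR in CHO cells · Dosing – one concentration, 3.0 µM compound · Controls – EC15 oxytocin alone as 0%, 75 nM oxytocin as 100% · Evaluation – normalized max/min fluorescence ratio, % activation · Timing – 6 min pre-incubation, 100 s read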
M1 PAM parental – nonselective activator or artifact in parental CHO-K1 calcium assay. ATP EC20, Fluo-8 calcium fluorescence; 0% at ATP EC20, 100% at ATP max. activation, % at 3 µM. 0.02% of 360,000 active. AID 602247;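 active = activation above the run cutoff, the mean activation of all test compounds plus 3 SD, cut at about 40% in these data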;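 note: peak over basal fluorescence ratio in a 140 s read after ATP addition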
GPR7 antagonist – human neuropeptides B/W receptor 1 antagonism; AID 1861; P48145; inhibition, % at 4.4 µM; GPR7-expressing cells, fluorescence antagonist assay; 1.1% of 290,000 active; in the data active = inhibition above about 16%, passing the limit was not always enough;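 note: cells stimulated with the agonist NPW; 0% = agonist with vehicle and 100% = vehicle without agonist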
V1aR counter – V1a receptor agonism, counter-screen for OXTR agonists. CHO-V1R cells, Fluo-8 calcium fluorescence, agonist mode; 0% DMSO, 100% 3 nM vasopressin. 0.25% of 320,000 active. AID 2797. activation, % at 3 µM. P37288;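 active = activation above the mean activation of all tested compounds plus 3 SD, per screening run, cut at about 20% in these data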;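 note: signal is peak over basal fluorescence ratio across a 100 second FLIPR read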
Target sequence (P37288 whole entry, looked up): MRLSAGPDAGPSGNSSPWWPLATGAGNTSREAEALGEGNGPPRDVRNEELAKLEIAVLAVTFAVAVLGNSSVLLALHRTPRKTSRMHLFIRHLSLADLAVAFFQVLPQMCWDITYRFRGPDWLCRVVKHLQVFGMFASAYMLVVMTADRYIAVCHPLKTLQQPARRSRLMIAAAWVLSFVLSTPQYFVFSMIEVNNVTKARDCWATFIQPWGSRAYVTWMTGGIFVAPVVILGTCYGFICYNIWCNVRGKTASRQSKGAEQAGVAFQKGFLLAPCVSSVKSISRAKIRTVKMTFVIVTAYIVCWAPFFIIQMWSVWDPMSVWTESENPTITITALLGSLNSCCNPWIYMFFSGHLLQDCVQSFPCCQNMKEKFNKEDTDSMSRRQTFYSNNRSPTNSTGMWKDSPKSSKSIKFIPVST
OXTR agonist – activates the human oxytocin receptor; 0.32% of 320,000 active; CHO-OTR cells, Fluo-8 calcium fluorescence; normalized: DMSO 0%, oxytocin 100%; P30559; AID 2435; activation, % at 3 µM;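 active = activation above the mean of all tested compounds plus 3 SD, cutoff set per screening run, cut at about 20% in these data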;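 note: peak over basal fluorescence ratio from a 100 s FLIPR kinetic read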
CHO-K1 Ca ag – counter-screen for M1 agonists: effect in parental CHO-K1 cells | Fluo-8 calcium fluorescence; scaled to maximal ATP response, vehicle zero | activation, % at 3 µM | 0.48% of 360,000 active | AID 602248; in the data active = activation above about 15%;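 note: untransfected CHO-K1 host cells lacking M1 receptor as counterscreen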
CHO-K1 Ca antag – M1 antagonist counterscreen hit in parental CHO-K1 cells | AID 602250 | 0.6% of 360,000 active | inhibition, % at 3 µM | ATP-induced calcium, Fluo-8 fluorescence;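 active = inhibition above a per-plate cutoff, the plate's mean sample inhibition plus 3 SD, cut at about 24% in these data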;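 note: 0% = DMSO plus EC80 ATP and 100% = DMSO alone without ATP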
CHO parental Ca – counter-screen: ATP calcium response change in parental CHO cells | parental CHO-K1, ATP-induced calcium, Fluo-8 fluorescence | inhibition, % at 5.6 µM | 0.63% of 330,000 active;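 active = inhibition above that plate's mean sample inhibition plus 3 SD, cut at about 26% in these data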;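 note: 0% = ATP-challenged DMSO wells and 100% = DMSO wells without ATP; some compounds past the cut are filed as inactive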
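Assay system: untransfected parental CHO cell line. Also added: ATP agonist challenge. Dosing: one dose, 5.6 µM nominal. Measured by: Fluo-8 fluorescence. Read-out: % inhibition. Benchmarks: ATP wells versus no-ATP DMSO wells. Repeats: no replicates.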
TAAR1 antagonist – antagonists of human TAAR1 | Q96RJ0 | CHO RD-HGA16 TAAR1, Fluo-8 calcium fluorescence, antagonist | inhibition, % at 3 µM | 1.5% of 360,000 active;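 active = inhibition above a per-plate cutoff, the mean inhibition of test compounds on that plate plus 3 SD, cut at about 49% in these data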;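 note: 0% = DMSO plus EC80 beta-PEA response and 100% = DMSO alone without agonist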
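System: CHO RD-HGA16 cells bearing hTAAR1. Reagent: EC80 β-phenethylamine stimulus. Schedule: seeding 17-24 h prior, 75-min 37 °C, 30-min RT dye loading. Signal: Fluo-8 intracellular calcium dye fluorescence, real-time kinetic reads. Read-out: % inhibition from peak post-agonist over basal fluorescence ratio. Benchmarks: vehicle wells and EC80 agonist wells. Replicates: n of 1.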
* hit, by the source's call.

What do the screens show for `O=C(Nc1cccc2ccccc12)c1csc([C@@H]2O[C@H](CO)[C@@H](O)[C@H]2O)n1`?
M1 PAM parental: 8.6; CHO-K1 Ca ag: 0.9; CHO-K1 Ca antag: -2.2; TAAR1 antagonist: 6.3

How did NC(=O)C1CCN(c2nc(C3CC3)nc3c2nnn3Cc2ccccc2Cl)CC1 do in these assays?
OXTR potentiate: 4.7; M1 PAM parental: 15.0; GPR7 antagonist: -2.1; V1aR counter: -0.1; OXTR agonist: -0.7; CHO-K1 Ca ag: 0.3; CHO-K1 Ca antag: -20.7; CHO parental Ca: -6.2; TAAR1 antagonist: 12.3

Results for CCOc1ccc(C(=O)Cc2cc(OC)c(OC)cc2[N+](=O)[O-])cc1 ?
OXTR potentiate: -4.6; M1 PAM parental: 9.8; GPR7 antagonist: 1.8; V1aR counter: 0.1; OXTR agonist: 1.0; CHO-K1 Ca ag: 0.8; CHO-K1 Ca antag: -13.5; CHO parental Ca: -18.1; TAAR1 antagonist: 63.3*

What do the screens show for `FC(F)Oc1ccc(NC(=S)NCc2cccnc2)cc1`?
OXTR potentiate: 7.8; M1 PAM parental: -14.6; GPR7 antagonist: -0.5; V1aR counter: 0.7; OXTR agonist: 3.0; CHO-K1 Ca ag: 0.3; CHO-K1 Ca antag: 6.5; CHO parental Ca: -3.8; TAAR1 antagonist: -25.3

What do the screens show for `O=C(CSc1nnnn1Cc1ccccc1)c1ccc(F)cc1`?
OXTR potentiate: -4.1; M1 PAM parental: 11.7; GPR7 antagonist: 3.1; V1aR counter: -0.7; OXTR agonist: -2.2; CHO-K1 Ca ag: 1.6; CHO-K1 Ca antag: -11.8; CHO parental Ca: -12.8; TAAR1 antagonist: -14.7

How did COc1ccccc1NS(=O)(=O)c1cccc(C(=O)NCC(C)(C)N2CCOCC2)c1 do in these assays?
OXTR potentiate: -3.9; M1 PAM parental: 5.2; GPR7 antagonist: -15.6; V1aR counter: -0.1; OXTR agonist: -0.6; CHO-K1 Ca ag: 2.9; CHO-K1 Ca antag: -9.9; CHO parental Ca: -5.5; TAAR1 antagonist: -11.5

How did COc1ccc(C(=S)N2CCN(c3ccccc3C)CC2)cc1OC do in these assays?
M1 PAM parental: -6.5; CHO-K1 Ca ag: -0.1; CHO-K1 Ca antag: -14.0; TAAR1 antagonist: -3.1

Results for CN(Cc1ccccc1)C(=O)c1nc2ccccn2c1CN1CCC(N2CCOCC2)CC1 ?
OXTR potentiate: -6.8; M1 PAM parental: 0.9; GPR7 antagonist: -19.7; V1aR counter: 0.0; OXTR agonist: 0.8; CHO-K1 Ca ag: 0.6; CHO-K1 Ca antag: -4.2; CHO parental Ca: -18.6; TAAR1 antagonist: -12.5

How did COc1ccc(C2C=C(c3ccccc3)Nc3nc(NC(C)=O)nn32)cc1 (stereo unspecified) do in these assays?
OXTR potentiate: -4.6; GPR7 antagonist: -5.8; V1aR counter: 1.1; OXTR agonist: 1.3; CHO parental Ca: -6.3

How did CC(=O)c1cccc(-c2ccc3c(c2)C(C)(Cc2ccccc2F)C(=O)N3)c1 (stereo unspecified) do in these assays?
M1 PAM parental: 20.7; CHO-K1 Ca ag: 4.7; CHO-K1 Ca antag: -4.7; TAAR1 antagonist: 45.5

How did CCN(C(=O)CSc1nc2cc(Cl)ccc2c(=O)n1Cc1ccco1)C1CCS(=O)(=O)C1 (stereo unspecified) do in these assays?
OXTR potentiate: -7.6; M1 PAM parental: -11.3; GPR7 antagonist: -4.9; V1aR counter: -0.2; OXTR agonist: -0.4; CHO-K1 Ca ag: -0.1; CHO-K1 Ca antag: -0.3; CHO parental Ca: -27.9; TAAR1 antagonist: 4.4

Results for CSc1ncc(Cl)c(C(=O)Nc2c(C)cccc2C)n1 ?
OXTR potentiate: -2.1; M1 PAM parental: 13.7; GPR7 antagonist: -7.9; V1aR counter: -2.5; OXTR agonist: -1.9; CHO-K1 Ca ag: -1.1; CHO-K1 Ca antag: -13.4; CHO parental Ca: -12.5; TAAR1 antagonist: -3.2

What do the screens show for `COc1cccc(/C=N/n2c(-c3ccco3)nc3ccccc3c2=O)c1OC`?
OXTR potentiate: 1.5; M1 PAM parental: 1.4; GPR7 antagonist: -4.8; V1aR counter: 0.8; OXTR agonist: 0.2; CHO-K1 Ca ag: 3.5; CHO-K1 Ca antag: 3.9; CHO parental Ca: -5.8; TAAR1 antagonist: 30.1

What do the screens show for `C=CCN(C(=O)c1csnn1)C(C(=O)NCc1ccc(F)cc1)c1ccccc1F` (stereo unspecified)?
OXTR potentiate: -19.7; M1 PAM parental: -7.0; GPR7 antagonist: -6.0; V1aR counter: 0.8; OXTR agonist: -0.9; CHO-K1 Ca ag: 6.0; CHO-K1 Ca antag: -9.9; CHO parental Ca: -12.6; TAAR1 antagonist: 36.6

How did CC(=O)NS(=O)(=O)c1ccc(NC(=O)c2ccc(Cl)cc2[N+](=O)[O-])cc1 do in these assays?
OXTR potentiate: -1.7; M1 PAM parental: 20.2; GPR7 antagonist: -14.9; V1aR counter: 1.0; OXTR agonist: 0.7; CHO-K1 Ca ag: 0.8; CHO-K1 Ca antag: -3.4; CHO parental Ca: -13.2; TAAR1 antagonist: 14.5

How did CCCNC(=O)c1noc2c1CCc1ccccc1-2 do in these assays?
OXTR potentiate: -2.0; M1 PAM parental: 5.4; GPR7 antagonist: 1.9; V1aR counter: -1.4; OXTR agonist: -1.9; CHO-K1 Ca ag: -0.1; CHO-K1 Ca antag: -4.4; CHO parental Ca: -3.9; TAAR1 antagonist: 9.2

How did C=CCN(C(=O)CN1CCCCC1)c1nc(-c2ccccc2)cs1 do in these assays?
OXTR potentiate: 1.1; M1 PAM parental: 13.8; GPR7 antagonist: 3.1; V1aR counter: 1.0; OXTR agonist: -2.4; CHO-K1 Ca ag: -0.2; CHO-K1 Ca antag: -10.8; CHO parental Ca: -17.3; TAAR1 antagonist: -10.6

What do the screens show for `CCOC(=O)c1c(C)[nH]c(C(=O)CN2C(=O)NC(C)(CC(C)C)C2=O)c1C` (stereo unspecified)?
OXTR potentiate: 2.4; M1 PAM parental: -14.8; GPR7 antagonist: 2.6; V1aR counter: 1.3; OXTR agonist: 1.5; CHO-K1 Ca ag: 1.2; CHO-K1 Ca antag: 3.0; CHO parental Ca: -31.7; TAAR1 antagonist: 16.7

What do the screens show for `O=C(Cc1ccccc1)NCC(=O)N1CCN(c2ccccc2F)CC1`?
OXTR potentiate: 2.6; M1 PAM parental: 2.1; GPR7 antagonist: -25.0; V1aR counter: -0.7; OXTR agonist: -0.5; CHO-K1 Ca ag: 0.6; CHO-K1 Ca antag: -9.2; CHO parental Ca: 0.4; TAAR1 antagonist: -11.1

What do the screens show for `COc1ccc(-n2cnnc2SCC(=O)Nc2cc(S(=O)(=O)N3CCCCC3)ccc2C)cc1`?
OXTR potentiate: -9.8; M1 PAM parental: -9.0; GPR7 antagonist: -1.3; V1aR counter: -0.3; OXTR agonist: -1.5; CHO-K1 Ca ag: 0.7; CHO-K1 Ca antag: -5.3; CHO parental Ca: -20.1; TAAR1 antagonist: 8.6

Results for CCOc1cc(C(=O)N2CCOCC2)ccc1OCc1ccccc1 ?
OXTR potentiate: -5.9; M1 PAM parental: 22.3; GPR7 antagonist: -4.5; V1aR counter: 0.9; OXTR agonist: 1.4; CHO-K1 Ca ag: 0.5; CHO-K1 Ca antag: -1.0; CHO parental Ca: -6.3; TAAR1 antagonist: 6.2

How did COc1cc(C(=O)N(C)C2CCCN(Cc3ccccc3F)C2)cc(OC)c1OC (stereo unspecified) do in these assays?
OXTR potentiate: 0.1; M1 PAM parental: -4.0; GPR7 antagonist: -16.4; V1aR counter: -0.1; OXTR agonist: -0.3; CHO-K1 Ca ag: 0.8; CHO-K1 Ca antag: 2.1; CHO parental Ca: -17.0; TAAR1 antagonist: -7.5

What do the screens show for `O=C(COC(=O)c1cc2ccccc2oc1=O)c1cccc([N+](=O)[O-])c1`?
OXTR potentiate: -3.4; M1 PAM parental: 15.3; GPR7 antagonist: -4.8; V1aR counter: 0.4; OXTR agonist: 1.0; CHO-K1 Ca ag: 0.7; CHO-K1 Ca antag: -4.6; CHO parental Ca: -3.3; TAAR1 antagonist: -29.3

How did Cc1cc(NC(=O)Cn2c(=O)n(CCCCC(=O)NC3CCN(Cc4ccccc4)CC3)c(=O)c3ccccc32)n[nH]1 do in these assays?
OXTR potentiate: -1.9; GPR7 antagonist: -14.7; V1aR counter: -0.9; OXTR agonist: 0.5; CHO parental Ca: -5.1; TAAR1 antagonist: 13.5

Results for Cn1c2c(c(=O)n(C)c1=O)C(C(F)(F)F)(C(F)(F)F)N=C(CCC1CCCCC1)N2 ?
OXTR potentiate: -5.7; M1 PAM parental: 14.3; GPR7 antagonist: -11.6; V1aR counter: 1.6; OXTR agonist: -2.4; CHO-K1 Ca ag: 7.4; CHO-K1 Ca antag: -3.0; CHO parental Ca: -40.3; TAAR1 antagonist: 22.0

What do the screens show for `O=S(=O)(NCCc1ccccn1)c1ccc(OC(F)(F)F)cc1`?
OXTR potentiate: -2.5; M1 PAM parental: 13.2; GPR7 antagonist: -4.0; V1aR counter: 1.5; OXTR agonist: -0.4; CHO-K1 Ca ag: 2.8; CHO-K1 Ca antag: -9.9; CHO parental Ca: -9.4; TAAR1 antagonist: -12.2

Results for Cc1cc(NC(=O)c2ccc(F)cc2)n(CCOC(=O)c2ccc(F)cc2)n1 ?
OXTR potentiate: -7.1; M1 PAM parental: 22.9; GPR7 antagonist: -3.6; V1aR counter: 5.7; OXTR agonist: 4.5; CHO-K1 Ca ag: 5.4; CHO-K1 Ca antag: -3.3; CHO parental Ca: -18.3; TAAR1 antagonist: 9.6

What do the screens show for `O=C(CN1C(=O)NC2(CCCCC2)C1=O)Nc1cccc2ncccc12`?
OXTR potentiate: -6.6; M1 PAM parental: 5.5; V1aR counter: 1.0; OXTR agonist: 2.5; CHO-K1 Ca ag: -0.1; CHO-K1 Ca antag: -6.7; CHO parental Ca: -1.9; TAAR1 antagonist: -11.4

How did CCC1SC2=NC(C)=C(C(=O)OCC(C)C)C(/C=C/c3ccccc3OC)N2C1=O (stereo unspecified) do in these assays?
OXTR potentiate: -0.1; M1 PAM parental: 5.7; GPR7 antagonist: -2.1; V1aR counter: -0.2; OXTR agonist: 0.4; CHO-K1 Ca ag: 1.0; CHO-K1 Ca antag: -9.2; CHO parental Ca: -33.6; TAAR1 antagonist: -4.8

Screening data (PubChem BioAssay)
